# Compound activity (PubChem)
# TDP43 rescue: qHTS of TDP-43 Inhibitors; TDP-43 expressing yeast growth rescue, BacTiter-Glo, 24 h; Potency, µM (doses to about 46.1 µM), inactives show at the top dose growth rescue (activation), actives largely listed as activators; 1.8% of 410,000 active; further: % of control where 0% means no effect; nearly all actives have a fitted effect of over 50% in size
#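 Yeast expressing TDP-43 (pregrown in raffinose, seeded at OD600=0.02 in galactose medium) exposed to compounds 24 hr at 30 deg C. Growth read by BacTiter-Glo luminescence; rescue of toxicity appears as increased signal.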
# FUS yeast rescue: qHTS for Suppressors of FUS Proteinopathy: Primary screen using FUS-linked yeast assay; Potency, µM (series often up to 76.6 µM), without a hit: at the top dose growth rescue (activation), hits mostly activators; 0.24% of 390,000 active; S. cerevisiae FUS-expressing, growth rescue, OD600, 24 h; AID 1347120, 2019;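 further: plate controls were DMSO vehicle for no effect and reference control for full effect; nearly all actives have a fitted effect of over 55% in size; some results filed as inactive show a strong effect at the top dose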
#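 Galactose (2%) drives FUS expression in yeast precultured in raffinose; seeding density OD 0.005. Test compounds incubated 24hr at 30C and 99% humidity before absorbance at 600 nm was measured.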
# aSyn yeast inh: qHTS of alpha-syn Inhibitors; Yeast expressing alpha-synuclein, growth rescue, BacTiter-Glo, 24 h; AID 652106, 2013; 0.14% of 370,000 active; Potency, µM (doses to about 46.1 µM), inactives show top-dose growth rescue (activation), hits mostly activators; further: % of control where 0% means no effect; nearly all actives have a fitted effect of over 65% in size
#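 Screening used galactose-induced yeast with toxic alpha-synuclein levels, exposed to compound for 24 hr at 30 deg C. Cell growth, read with BacTiter-Glo luminescence, gave the measured signal.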
# PTHR1 agonist: qHTS for PTHR1 Agonists: Primary Screen | HEK293 GP2 PTHR1 cells, GloSensor cAMP luminescence, 1 h | Potency, µM (top dose mostly 115 µM), without a hit: top-dose activation, hits mostly activators | 0.075% of 410,000 active | AID 743266, 2014; further: nearly all actives have a fitted effect of over 55% in size; some results filed as inactive show a strong effect at the top dose; inactives centre near -15; many of its hits are not listed in these tables
#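 HEK-293-derived GP2 cells expressing PTHR1 and a GloSensor cAMP reporter, 3,000/well, plated overnight, given luciferin plus IBMX (each 0.5 mM as added) for 1 h at 37 °C, then compound for 1 h at 37 °C. Luminescence was read after 15 min at room temperature.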
# EPAC2 antagonist: qHTS for Antagonist of cAMP-regulated guanine nucleotide exchange factor 2 (EPAC2): primary screen; Rap guanine nucleotide exchange factor 4 (Homo sapiens), Q8WZA2; EPAC2 GEF exchange of Rap1B-BODIPY-GDP, fluorescence; Potency, µM (highest dose often 114 µM), inactives show at the top dose activity, negative = inhibition, most hits filed as inhibitors; 0.18% of 360,000 active; AID 720708, 2013; further: on the % scale 0 is the no-effect control and ±100 the full control effect; nearly all actives have a fitted effect of over 45% in size; many of its hits are not listed in these tables
# EPAC2 agonist: qHTS for Agonist of cAMP-regulated guanine nucleotide exchange factor 4 (EPAC2): primary screen; Rap guanine nucleotide exchange factor 4 (Homo sapiens), Q8WZA2; EPAC2 activation, biochemical qHTS; response scale: 100% = 6.5 mM cAMP response; Potency, µM (top dose mostly 154 µM), for the others: top-dose activation, actives largely listed as activators; 0.079% of 360,000 active; further: nearly all actives have a fitted effect of over 50% in size
#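 Compounds were titrated in qHTS against a Rap1B-BODIPY-GDP (250 nM) complex with EPAC2 (100 nM) and GDP (50 uM). BODIPY-GDP release tracked at 480/540 nm over 30 min at room temperature, normalized to 6.5 mM cAMP.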
# EPAC1 agonist: qHTS for Agonist of cAMP-regulated guanine nucleotide exchange factor 3 (EPAC1): primary screen. 0.073% of 360,000 active. AID 720707, 2013. EPAC1 agonist qHTS, biochemical assay; response scale: 100% = response to 6.5 mM cAMP. Rap guanine nucleotide exchange factor 3 (Homo sapiens), O95398. Potency, µM (titrated, usually from 154 µM), for the others: at the top dose activation, most hits filed as activators; further: nearly all actives have a fitted effect of over 60% in size
# Target sequence (O95398 whole entry, looked up): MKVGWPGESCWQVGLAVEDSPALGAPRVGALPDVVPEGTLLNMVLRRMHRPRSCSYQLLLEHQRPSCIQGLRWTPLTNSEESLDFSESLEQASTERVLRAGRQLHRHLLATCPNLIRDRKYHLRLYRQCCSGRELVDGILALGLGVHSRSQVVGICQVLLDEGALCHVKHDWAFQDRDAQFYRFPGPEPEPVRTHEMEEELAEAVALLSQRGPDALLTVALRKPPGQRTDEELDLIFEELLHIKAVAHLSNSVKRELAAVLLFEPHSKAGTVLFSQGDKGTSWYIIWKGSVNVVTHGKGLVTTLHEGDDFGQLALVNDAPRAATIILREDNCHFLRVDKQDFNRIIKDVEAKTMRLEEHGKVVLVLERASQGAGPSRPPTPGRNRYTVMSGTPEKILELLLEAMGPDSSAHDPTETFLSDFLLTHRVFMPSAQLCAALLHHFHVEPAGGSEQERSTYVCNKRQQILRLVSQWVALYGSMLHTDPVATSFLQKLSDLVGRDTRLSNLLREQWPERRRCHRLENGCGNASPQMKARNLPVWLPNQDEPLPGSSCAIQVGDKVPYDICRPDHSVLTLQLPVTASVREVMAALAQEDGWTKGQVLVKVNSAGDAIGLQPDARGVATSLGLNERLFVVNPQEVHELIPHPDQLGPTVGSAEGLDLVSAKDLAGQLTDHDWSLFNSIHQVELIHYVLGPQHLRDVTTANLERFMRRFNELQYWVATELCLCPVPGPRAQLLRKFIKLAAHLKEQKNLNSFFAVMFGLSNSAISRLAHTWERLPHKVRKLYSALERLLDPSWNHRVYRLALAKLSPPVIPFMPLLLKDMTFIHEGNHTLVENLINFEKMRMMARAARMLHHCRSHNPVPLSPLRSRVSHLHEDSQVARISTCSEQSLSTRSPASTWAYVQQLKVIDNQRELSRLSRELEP
#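 Multi-concentration qHTS readout: loss of Rap1B-bound BODIPY-GDP fluorescence driven by 100 nM EPAC1 with excess GDP (50 uM), monitored kinetically at room temperature; agonist response expressed relative to 6.5 mM cAMP.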
# EPAC1 antagonist: qHTS for Antagonist of cAMP-regulated guanine nucleotide exchange factor 3 (EPAC1): primary screen; Rap guanine nucleotide exchange factor 3 (Homo sapiens), O95398; EPAC1 GEF assay, Rap1b-BODIPY-GDP exchange fluorescence; Potency, µM (titrated, usually from 115 µM), inactives show at the highest dose activity change, negative = inhibition, hits mostly inhibitors; 0.14% of 360,000 active;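 further: plate controls were vehicle for no effect and positive control for full effect; nearly all actives have a fitted effect of over 50% in size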
# Active calls of the source: *; i = inactive; ? = inconclusive; / = not tested or not shown; [ ] = dose if it differs, or a comment. The call rests on the fitted dose curve; in most records, active means well fitted curve in the direction sought with a large enough effect; inconclusive means small, poorly fitted or top-dose-only effect, or another doubt; inactive means no such curve, though single readings can be large; an effect the other way counts as inactive or inconclusive. Potency means the concentration at half of the fitted maximal effect. This is a subset; the hit share may differ from the screen's.
SMILES,TDP43 rescue,FUS yeast rescue,aSyn yeast inh,PTHR1 agonist,EPAC2 antagonist,EPAC2 agonist,EPAC1 agonist,EPAC1 antagonist
COc1cccc(-c2cnc3c(NC=O)cc(-c4ccc(O)c(OC)c4)cn23)c1,24%,?,-2%,-16%,14%,20%,-4%,-14%
Cc1ccc(S(=O)(=O)Nc2cc3c4c(c2)CCC(=O)N4CCC3)cc1,-4%,-2%,-3%,-3%,-16%,7%,8%,-27%
COc1cc(/C=C/C(=O)OCC(=O)NC(=O)NC2CCCCC2)ccc1OC(F)F,15%,2%,-1%,-25%,-18%,11%,2%,-11%
CCCN(CCC)c1nc(N(CCC)CCC)[nH]c(=O)n1,-12%,-6%,0%,i,1%,-7%,0%,25%
COc1cc(/C=N/NC(=O)c2ccncc2)ccc1OC(=O)c1cc(OC)c(OC)c(OC)c1,-2%,27%,0%,i,-12%,1%,5%,-8%
O=C(Cc1ccc([N+](=O)[O-])cc1)NCc1cccnc1,17%,0%,-1%,i,4%,8%,-1%,-1%
Oc1ccccc1C1=NCCNC(C(F)(F)C(F)F)=C1,-6%,11%,1%,i,-9%,8%,-6%,0%
Cc1csc(-c2cnn(-c3ccccc3)c2NC(=O)c2cccc(C(F)(F)F)c2)n1,0%,26%,-3%,i,8%,19%,18%,-4%
O=C(COC(=O)/C=C/c1cccs1)NC(=O)Cc1ccccc1,-20%,4%,-1%,i,16%,-2%,6%,21%
O=C(COC(=O)CNC(=O)c1cccc([N+](=O)[O-])c1)Nc1ccccc1OC(F)F,5%,-13%,4%,i,4%[57.1 µM],5%,-4%,2%
O=C(CSc1nc(-c2ccccc2)cc(C(F)(F)F)n1)c1cccc([N+](=O)[O-])c1,4%,-8%,0%,-4%,4%,-2%,2%,-2%
O=C1CC(C(=O)O)S/C(=N\NC(=O)c2ccc(F)cc2)N1 (configuration not stated),15%,0%,3%,-16%,0%,2%,0%,1%
CC(C)(CN1CCCCC1)NS(=O)(=O)c1ccc(Cl)cc1,-25%,12%,-2%,i,-3%,0%,0%,-2%
COc1cc(CNC(=O)c2ccccc2NC(=O)C2=C(C)OCCS2)cc(OC)c1OC,0%,15%,1%,i,0%,10%,12%,2%
Cc1nc2ccccc2c2nc(NC(=O)C(F)(F)F)nn12,8%[9.22 µM],0%,5%,i,0%,6%,-3%,-13%
CN(CCc1ccccn1)C(=S)Nc1cccc(S(=O)(=O)N(C)C)c1,21%,-2%,1%,i,-1%,2%,-2%,-3%
COc1ccccc1/C=C/C(=O)NC(=S)Nc1ccc(S(=O)(=O)N(C)c2ccccc2)cc1,6%,-11%,-8%,-21%[57.5 µM],7%,4%,2%,-2%
Cc1[nH]nc2c1C1(CCC3(CC1)OCCO3)C(C#N)=C(N)O2,-5%,1%,-2%,-6%[57.5 µM],11%,4%,-8%,13%
CCOC(=O)C1CCN(CCC(=O)Nc2ccc(Cl)cc2)CC1,3%,10%,-1%,-7%[57.5 µM],0%,5%,6%,-19%
CC1(C)N(O)CC(c2cccs2)=[N+]1[O-],-23%,8%,12%,i,9%,-6%,3%,7%
CC1(c2nnnn2Cc2ccccc2)CCC(=O)N1CCCN1CCOCC1 (configuration not stated),14%,-23%,-7%,i,5%,-1%,-5%,-15%
CSc1ncnc2c1cnn2-c1ccc(C)cc1C,18µM*,2%,-8%,-68%[inhibitor],-1%,3%,-2%,2%
Cc1cc(C)cc(OCC(=O)O/N=C(\N)c2ccccc2Cl)c1,15%,-21%,-5%,-16%,-15%,11%,13%,-1%
OCc1cnc(SCc2cccc(F)c2)n1Cc1ccc(F)cc1,-5%,1%,-4%,i,/,/,/,/
Cc1ccc(N=C2NC(=O)c3cccc([N+](=O)[O-])c32)cc1,6%,-28%,-14%,i,-3%,-3%,8%,-18%

# One compound at a time (already shown). Order of values: TDP43 rescue | FUS yeast rescue | aSyn yeast inh | PTHR1 agonist | EPAC2 antagonist | EPAC2 agonist | EPAC1 agonist | EPAC1 antagonist
# Entry for O=C(COC(=O)/C=C/c1cccs1)NC(=O)Cc1ccccc1 = -20% | 4% | -1% | i | 16% | -2% | 6% | 21%
# Entry for CC1(c2nnnn2Cc2ccccc2)CCC(=O)N1CCCN1CCOCC1 (configuration not stated) = 14% | -23% | -7% | i | 5% | -1% | -5% | -15%

# The main list resumes, starting three compounds before the break.
SMILES,TDP43 rescue,FUS yeast rescue,aSyn yeast inh,PTHR1 agonist,EPAC2 antagonist,EPAC2 agonist,EPAC1 agonist,EPAC1 antagonist
Cc1cc(C)cc(OCC(=O)O/N=C(\N)c2ccccc2Cl)c1,15%,-21%,-5%,-16%,-15%,11%,13%,-1%
OCc1cnc(SCc2cccc(F)c2)n1Cc1ccc(F)cc1,-5%,1%,-4%,i,/,/,/,/
Cc1ccc(N=C2NC(=O)c3cccc([N+](=O)[O-])c32)cc1,6%,-28%,-14%,i,-3%,-3%,8%,-18%
c1ccc(-c2nnc(-c3ccccn3)nc2NC2CCCCC2)cc1,-62%[inhibitor],43%,0%,i,-27%,-2%,1%,-5%
COc1ccc(C(CC(=O)NCc2ccccc2)Sc2n[nH]c(-c3ccccc3)n2)cc1 (configuration not stated),4%,-15%,-4%,-57%[inhibitor],14%,-2%,-17%,-10%
Cc1ccc(-c2ccc(/C=C(\C#N)C(N)=S)n2C)cc1,0%,1%,-5%,i,-4%,6%,7%,9%
CC(C)Oc1ccc(S(=O)(=O)N2CCCCC2)cc1NC(=O)C1CSC2(C)CCC(=O)N12 (configuration not stated),3%,33%,-1%,-27%,-1%,14%,8%,-6%
CC1(C)N(OCc2ccccc2)C(=O)C(=O)N(OCc2ccccc2)C1(C)C,-9%,26%,-17%,-59%[inhibitor],-4%,-14%,14%,5%
OC1(c2ccc(Br)cc2)CCNCC1,0%,26%,0%,?,6%,3%,7%,5%
Cc1cn2c(=O)c(C(=O)N3CCN(c4ccccc4F)CC3)cnc2s1,-19%,9%,-1%,-3%,32%[activator],3%,0%,-6%
CCSc1nnc(NC(=O)/C=C/c2ccco2)s1,20%,20%,0%,i,13%,7%,-1%,-8%
CSc1ccccc1NC(=O)CN(C)C(=O)C1CC(=O)N(C(C)c2ccccc2)C1 (configuration not stated),-2%,6%,-2%,-31%[inhibitor],8%,5%,6%,8%
OCCC1CCCCN1CC(O)COCc1ccc(Cl)cc1 (configuration not stated),-24%,12%,-6%,i,4%,11%,0%,-13%
O=C(c1ccc([N+](=O)[O-])cc1)N1CCN(c2ncc(Br)cn2)CC1,13%,1%,5%,-4%,4%,-4%,1%,13%
Cc1c(C)c2ccc(OCC(=O)Nc3ccc(CN4CCOCC4)cc3)cc2oc1=O,-5%,9%,0%,-39%[inhibitor],3%,-7%,-1%,-6%
CCc1cccc(C)c1NC(=O)CCN1C(=O)NC(C)(C)C1=O,-1%,-10%,-6%,-21%,4%,12%,7%,-13%
O=C(/C=C/c1ccc(F)cc1)N1CCN(S(=O)(=O)/C=C/c2ccccc2)CC1,21%,-3%,-7%,i,1%,-5%,12%,-32%
CCN(CC(=O)Nc1ccccc1C(=O)Nc1ccccc1)Cc1nc2ccccc2c(=O)[nH]1,-4%,-12%,0%,i,-1%,-9%,12%,-6%
O=C1/C(=C/c2ccco2)SC(=S)N1CC1CCCO1 (configuration not stated),0%,27%,17%,i,-22%,10%,12%,-10%
CCNC(=S)Nc1ccc(-c2nc3ccccc3[nH]2)cc1,-19%,-9%,-3%,-38%[inhibitor],21%,4%,-2%,6%
COc1ccc(C(=O)Oc2ccc(C(c3c(C)[nH][nH]c3=O)c3c(C)[nH][nH]c3=O)cc2OC)cc1,17%,?,0%,i,/,/,/,/
Cc1cnc(C(=O)OCC(=O)Nc2cc(S(=O)(=O)N3CCCCC3)ccc2Cl)cn1,9%,40%,-4%,i,3%,-2%,6%,8%
S=C(N/N=C/c1ccc(Cl)cc1)N1CCOCC1,?,/,-2%,-6%,19%,4%,4%,-5%
COc1ccc(-c2nnc(SCC(=O)NCc3ccco3)o2)cc1,-4%,-5%,2%,i,-2%,6%,-2%,9%
O=C(c1ccc(Cl)cc1)N(c1ccccn1)C1CCCCC1,5%,2%,-2%,i,-17%,12%,3%,14%
Cc1c(Cl)c([N+](=O)[O-])nn1CCCC(=O)N(Cc1ccccc1)Cc1ccccc1,?,45%,0%,-32%[inhibitor],-9%,25%,13%,-6%
COc1ccc(/C=C/C(=O)OCC(=O)NC(C)CCc2ccccc2)cc1 (configuration not stated),21%,/,6%,-4%,10%,-14%,-5%,11%
CCc1nc2ccc(C)cc2c(C(=O)NC2CCCCC2C)c1C (configuration not stated),0%,0%,/,i,-1%,-10%,-6%,3%
SMILES,TDP43 rescue,FUS yeast rescue,aSyn yeast inh,PTHR1 agonist,EPAC2 antagonist,EPAC2 agonist,EPAC1 agonist,EPAC1 antagonist
O=C(Oc1cccc(NC(=O)c2ccco2)c1)c1cccc(S(=O)(=O)N2CCCCC2)c1,27%,31%,3%,-4%[57.5 µM],2%,7%,9%,-11%
CC1CN(C(=O)COC(=O)c2ccc(Cl)c(S(=O)(=O)N3CCCCC3)c2)CC(C)O1 (configuration not stated),3%,13%,0%,-13%,2%,8%,4%,-11%
CCN(CC)S(=O)(=O)c1cc(C(=O)c2nccn2C)ccc1Cl,13%[9.22 µM],1%,2%,-12%,9%,3%,10%,-2%
Nc1cc(C(=O)OCC(=O)NCCCc2ccccc2)ccc1Cl,23%,23%,6%,-25%,5%,13%,3%,16%
CC(=O)CCC(=O)OCC(=O)c1ccc(C(F)(F)F)cc1,-2%,0%,1%,i,1%,8%,-4%,0%
CCN1CCN(c2ccc(S(=O)(=O)N3CCOCC3)cc2NC(=O)c2ccc(C)cc2C)CC1,10%,18%,-9%[1.84 µM],i,2%,-8%,-6%,10%
NC(=O)CCCn1c(C(=O)c2ccc(Cl)cc2)c2ccc([N+](=O)[O-])cc2[n+]1[O-],15%,8%,0%,i,-6%,12%,-9%,-4%
O=C(CN1CCN(CC(=O)Nc2ccc(Cl)cc2)CC1)Nc1ccc(F)cc1,-15%,15%,-11%,i,-8%,8%,9%,-19%
Cc1ccc(NC(=O)c2ccc(NC(=O)c3ccccc3)cc2)cc1C,-28%,/,-4%,-48%[inhibitor],-2%,-4%,-1%,0%
